Source: PubChem BioAssay (several laboratories)
ANO1 block: mouse TMEM16A channel inhibition, primary screen. Q8BHY3. HEK293 TMEM16A/YFP iodide influx fluorescence, ionomycin. normalized B-score (activity score, 25-100; higher = stronger inhibition) at 10 µM. 310,000 compounds, 1.2% hits;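 active = ratio plate-corrected score three or more library SD toward inhibition, starting fluorescence score within five deviations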;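 also: score derived from kinetic fluorescence span divided by baseline fluorescence per well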
RGS4 block: inhibitors of human RGS4; P49798; HEK293 M3R/RGS4 inducible, Fluo-4 calcium flux; stronger effect = higher value; triggered by carbachol at its EC20; B-score at 10 µM; 310,000 compounds, 0.45% hits; AID 463165;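 active = B-score, a plate-corrected calcium signal, over three deviations above library mean, with baseline fluorescence within five deviations of library mean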;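 also: RGS4 expression induced by doxycycline in cells with stable M3 receptor; B-score is computed from the integrated fluorescence ratio over baseline after carbachol; higher B-score means a larger calcium signal and so more RGS4 inhibition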
RGS4 pot: RGS4 potentiation or activation; AID 463111; HEK293 M3R/inducible RGS4, carbachol calcium flux Fluo4; stronger effect = lower value; 310,000 compounds, 0.92% hits; B-score at 10 µM;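 active = B-score of the integrated calcium signal more than 4 SD below the library mean, with starting fluorescence not abnormally high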;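 also: negative B-score means reduced calcium response which marks RGS4 activation or potentiation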
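Test system: HEK293 cells with stable M3R and inducible RGS4; also added: carbachol at ECmax as muscarinic agonist stimulus; schedule: dye loading 30 min 37 °C, buffer rest 30 min RT; technique: kinetic calcium fluorescence imaging with Fluo4-AM dye, 2 µM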
ANO1 activ: mouse TMEM16A channel activation, primary screen; B-score at 10 µM; HEK293 TMEM16A/YFP-H148Q/I152L, iodide quench fluorescence; stronger effect = lower value; 340,000 compounds, 0.3% hits; AID 623877; Q8BHY3;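 active = fluorescence-ratio B-score plate-corrected deviation score at least 3 library SD below zero, with starting fluorescence score within 5 deviations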;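 also: channel opened by trigger with iodide after compound preincubation; score built on the fluorescence ratio of max minus min over baseline; more negative score means more quench and so TMEM16A activation or potentiation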
HDAC3 inhib: blocks human histone deacetylase 3; inhibition, % at 8.3 µM; recombinant HDAC3, fluorogenic peptide/trypsin coupled, fluorescence; O15379; 320,000 compounds, 0.15% hits; in the data active = inhibition above about 26%, passing the limit was not always enough; inconclusive = no clear call, values can overlap the other calls
KCNQ1 block: human KCNQ1 channel inhibition; P51787; CHO-K1 KCNQ1, FluxOR thallium flux fluorescence; stronger effect = higher value; B-score at 10 µM; 310,000 compounds, 1.3% hits;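 active = compounds whose thallium flux B-score, printed positive for inhibition, exceeds three library SD while starting fluorescence stays within three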;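 also: channel opened by potassium depolarization with thallium stimulus after 20 min compound exposure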
Target sequence (P51787 whole entry, looked up): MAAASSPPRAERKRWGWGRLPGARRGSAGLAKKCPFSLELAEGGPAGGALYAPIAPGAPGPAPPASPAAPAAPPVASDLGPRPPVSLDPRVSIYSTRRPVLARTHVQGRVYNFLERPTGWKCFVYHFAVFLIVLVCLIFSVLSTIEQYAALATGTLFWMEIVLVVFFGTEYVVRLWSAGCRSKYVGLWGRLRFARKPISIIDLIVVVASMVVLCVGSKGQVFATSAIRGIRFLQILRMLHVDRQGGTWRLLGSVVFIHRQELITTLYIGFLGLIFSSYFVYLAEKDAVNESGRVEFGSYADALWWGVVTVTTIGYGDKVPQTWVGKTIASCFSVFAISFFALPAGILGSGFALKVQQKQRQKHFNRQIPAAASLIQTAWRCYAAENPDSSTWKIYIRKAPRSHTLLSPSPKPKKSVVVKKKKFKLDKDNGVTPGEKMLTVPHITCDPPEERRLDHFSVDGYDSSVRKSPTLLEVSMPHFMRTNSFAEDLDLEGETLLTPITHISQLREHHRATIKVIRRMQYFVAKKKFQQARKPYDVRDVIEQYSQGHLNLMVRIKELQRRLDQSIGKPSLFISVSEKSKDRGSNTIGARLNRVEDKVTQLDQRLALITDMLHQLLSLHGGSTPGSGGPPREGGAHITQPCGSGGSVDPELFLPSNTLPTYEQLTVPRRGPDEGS
hERG protect: compounds protecting human hERG from proarrhythmic drug block | Q12809 | CHO-hERG, FluxOR thallium flux, dofetilide IC70 present | activation (rescue from dofetilide block), less the hit threshold, % at 10 µM | 310,000 compounds, 0.51% hits | AID 1511;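 active = activation above the mean of controls blocked by dofetilide plus 5 SD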;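 also: thallium influx through hERG after potassium depolarization seen as dye fluorescence rise; in these data hits start at about 4.7%; inactives centre near -7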
KCNQ1 act: potentiators or activators of human KCNQ1 potassium channel; CHO-K1 KCNQ1, thallium flux FluxOR fluorescence; stronger effect = higher value; B-score at 10 µM; 310,000 compounds, 0.35% hits; AID 2648; P51787;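 active = fluorescence ratio B-score, a plate-corrected score, at least three library SD, with initial intensity B-score within 5 SD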
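assay system = KCNQ1-transfected CHO-K1 cells | medium = assay buffer with matched DMSO | probe or stimulus = depolarizing K+/Tl+ stimulus, K2SO4 and Tl2SO4 each 12.5 mM in 5x stock | dosing = single dose | incubation = dye 90 min, compound 20 min, room temperature | detection = kinetic FluxOR fluorescence, 10 s baseline plus 110 s post-stimulus | evaluation = ratio B score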
KCNK9 block: human KCNK9 channel inhibition. Q9NPC2. HEK293 KCNK9, FluxOR thallium flux fluorescence; stronger effect = lower value. B-score at 10 µM. 310,000 compounds, 1.2% hits. AID 488922;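 active = ratio B-score over 3 SD below the library mean, with starting fluorescence within 5 SD of its mean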;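 also: negative B-score means less thallium flux so channel inhibition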
KCNK3 block: human KCNK3 channel inhibition, primary screen | O14649 | CHO-KCNK3 thallium flux, FluxOR fluorescence; stronger effect = lower value | B-score at 10 µM | 340,000 compounds, 0.84% hits;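 active = B-score under library mean minus 4 SD, starting fluorescence ratio at most library mean plus 5 SD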;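 also: more negative B-score means stronger inhibition of thallium flux through KCNK3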
Target sequence (O14649 whole entry, looked up): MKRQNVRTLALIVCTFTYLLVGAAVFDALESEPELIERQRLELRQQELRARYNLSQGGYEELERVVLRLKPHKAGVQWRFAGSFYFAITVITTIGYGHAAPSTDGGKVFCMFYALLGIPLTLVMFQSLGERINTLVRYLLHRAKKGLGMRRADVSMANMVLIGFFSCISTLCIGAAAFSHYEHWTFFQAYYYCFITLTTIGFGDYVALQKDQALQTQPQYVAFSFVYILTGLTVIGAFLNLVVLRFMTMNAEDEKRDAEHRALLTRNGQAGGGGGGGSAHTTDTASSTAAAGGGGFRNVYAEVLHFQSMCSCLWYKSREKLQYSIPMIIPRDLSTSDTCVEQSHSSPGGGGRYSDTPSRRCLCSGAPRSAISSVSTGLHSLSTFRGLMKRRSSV
SKKanGAS inh: inhibitors of SKKanGAS S. pyogenes growth in kanamycin (SK-promoter or general growth effect). BacTiter-Glo, 6 h. inhibition, % at 7.5 µM. 300,000 compounds, 1.3% hits;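 active = mean replicate score, as percent of positive control median, at least 50; inconclusive = mean below 50 but one replicate at or above 50; inactive = mean and every replicate below 50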;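 also: strain carries kanamycin resistance gene driven by streptokinase promoter and grows in 40 µg/ml kanamycin; loss of luminescence reflects streptokinase promoter inhibition or plain growth inhibition; 0% = median of DMSO wells and 100% = positive control at its reference dose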
Active calls of the source: *; i = inactive; ? = inconclusive; · = no result given. The order is random; any-hit rate near 6.3%.

structure	KCNK9 block	KCNK3 block	RGS4 pot	RGS4 block	ANO1 activ	SKKanGAS inh	ANO1 block	HDAC3 inhib	KCNQ1 block	KCNQ1 act	hERG protect
Cc1cccc(Nc2sc(C(=O)c3cc4cc(Cl)ccc4o3)c(N)c2C#N)c1	i	i	i	i	i	0.0	i	11.6	i	i	-4.5
CCCn1cnc2c(sc3nc4c(cc32)CSC(C)(C)C4)c1=O	i	i	i	i	i	-8.8	i	-12.6	i	i	-3.0
Cc1cc(C)c2nc(N3CCC(C(=O)NCC4CCCO4)CC3)sc2c1 (stereo not given)	i	i	i	i	i	-2.6	i	?	i	i	-8.7
Cc1ccsc1/C=N/NC(=O)c1cccs1	i	i	i	i	i	-1.5	i	-1.6	i	i	-2.1
O=C(O)CC(c1ccccc1)n1cnnn1 (stereo not given)	i	i	i	i	i	-2.7	i	-4.3	i	i	-3.4
CC(C)C1CCN(C(=O)C2CCC(=O)N(CCc3ccc(Cl)cc3)C2)CC1 (stereo not given)	i	i	i	i	i	-0.1	i	10.3	i	i	-13.4
CC(C)COc1nc2ccccc2nc1N1CCN(C)CC1	i	i	i	i	i	1.9	i	-1.5	i	i	-12.9
COc1ccc(-c2c(C)nc3c(-c4ccc(F)cc4)cnn3c2N)cc1	i	i	i	i	i	-9.3	i	-5.2	i	i	-6.8
Cc1cc(NC(=O)COC(=O)c2ccccc2[N+](=O)[O-])no1	i	i	i	i	i	10.0	i	1.4	i	i	-5.8
CCCCOc1ccc(C(=O)CCN2CCOCC2)cc1	i	i	i	i	i	-3.6	i	12.0	i	i	-8.2
COC(=O)NNC(=O)C1CCC(C(=O)NNC(=O)OC)CC1 (stereo not given)	i	i	i	i	i	-16.0	i	-1.4	i	i	-10.0
Cc1ccccc1N1CCN(S(=O)(=O)c2ccc3ccccc3c2)CC1	i	i	i	i	i	-15.0	i	1.4	i	i	-13.9
CCOc1ccc(OCC)c(NC(=O)C2CCN(S(=O)(=O)c3c(C)[nH]c(=O)[nH]c3=O)CC2)c1	i	i	i	i	i	-2.8	i	5.5	i	i	-1.3
Cc1[nH]c(=O)[nH]c(=O)c1/C=N/NC(=O)[C@@H](N)CC(C)C	i	i	i	i	i	-13.2	i	-2.6	i	i	-8.4
O=C(O)CCCc1nc2ccccc2s1	i	i	i	i	i	2.1	i	2.1	i	i	-6.7
COc1ccc(NC(=O)CCN2C(=O)/C(=C/c3ccc4c(c3)OCO4)SC2=S)cc1	i	i	i	i	i	-6.5	i	3.7	i	i	-10.3
Cc1ccc(Cn2c(=O)c3ccccc3n3c(CCC(=O)O)nnc23)cc1	i	i	i	i	i	1.9	i	7.6	i	i	-10.2
CCc1cc(C(=O)N(CCCOC)c2c(N)n(Cc3ccccc3)c(=O)[nH]c2=O)sc1C	i	i	i	i	i	2.0	i	6.0	i	i	-14.9
CC1=C(C(=O)OCC2CCCO2)C(c2coc3ccc(C)cc3c2=O)C2=C(CCCC2=O)N1 (stereo not given)	i	i	i	i	i	-3.8	i	-0.9	i	i	-3.9
COc1ccc(CNC(=O)CN(C(=O)c2ccc(CN3CCOCC3)o2)C2CCCC2)cc1	i	i	i	i	i	10.1	i	-8.4	i	i	-4.2
CC(C)(C)c1ccc(S(=O)(=O)N2CCN(c3ccccn3)CC2)cc1	i	i	i	i	i	16.7	i	-2.4	i	i	-4.4
CCOc1ccc(-c2ncncc2-c2ccc(OC)c(OC)c2)c(O)c1	i	i	i	i	i	2.1	i	2.1	i	i	-5.1
O=[N+]([O-])c1cc(CN(CCO)CCO)ccc1O	i	i	i	i	i	5.4	i	6.2	i	i	-3.2
O=C(CN1C(=O)c2ccc([N+](=O)[O-])cc2C1=O)NC1CCS(=O)(=O)C1 (stereo not given)	i	i	i	i	i	1.2	i	-2.9	i	i	-9.7
CC1CCc2c(sc(NC(=O)/C=C/c3cccs3)c2C(=O)O)C1 (stereo not given)	i	i	i	i	i	19.4	i	11.6	i	i	-15.9
CC(=O)N1CCc2cc(S(=O)(=O)NC(C(=O)Nc3nc(C)cs3)C(C)C)ccc21 (stereo not given)	i	i	i	i	i	0.9	i	3.9	i	i	-6.1
CCN(CC)c1ccc2cc(-c3nc4ccccc4n3C)c(=O)oc2c1	i	i	i	i	i	-3.8	i	-21.9	i	i	-10.3
COc1ccc(Cl)cc1Nc1nc2ccc(C)cc2n2cnnc12	i	i	i	i	i	-1.3	i	0.9	i	i	-5.5
CCOC(=O)N1CCC(NS(=O)(=O)c2cc(C(=O)OC)n(C)c2)CC1	i	i	i	i	i	-1.0	i	-1.2	i	i	-7.1
Nc1c(-c2ccc(Cl)cc2)cnc2c(-c3ccc(F)cc3)cnn12	i	i	i	i	i	-3.0	i	-15.7	i	i	-5.1
COc1ccc(Cl)cc1C(=O)Nn1cnnc1	i	i	i	i	i	2.6	i	2.0	i	i	-9.2
CC(Oc1ccccc1)C(=O)Nc1ccccc1F (stereo not given)	i	i	i	i	i	5.1	i	4.5	i	i	4.0
COc1ccccc1NC(=O)Nc1nc(CC(=O)Nc2ccccc2F)cs1	i	i	i	i	i	-10.8	i	4.9	i	i	-12.4
O=C(c1ccco1)N1CCN(C(=O)C2CC2)CC1	i	i	i	i	i	-2.5	i	4.0	i	i	-6.4
Fc1cc(F)cc(NC(=S)NN2CCOCC2)c1	i	i	i	i	i	1.6	i	3.5	i	i	-7.9
C/C(=N\NC(=O)Cc1cccn1C)c1cccc2ccccc12	i	i	i	i	i	3.4	i	2.3	i	i	-7.6
COc1ccc(C)cc1NCC(=O)Nc1ccc(C(C)(C)C)cc1	i	i	i	i	i	13.8	i	5.4	i	i	-12.2
COc1ccc(CC(=O)NC(C)CCc2ccccc2)cc1 (stereo not given)	i	i	i	i	i	7.2	i	8.2	i	i	-11.5
Cc1ccc(NC(=O)CSCc2cc(=O)n3cc(C)sc3n2)cc1	i	i	i	i	i	-0.4	i	4.4	i	i	-10.0
CN(CC(=O)Nc1ccccc1C(F)(F)F)C(=O)C1CCN(S(=O)(=O)c2ccc3c(c2)OCCO3)CC1	i	i	i	i	i	-9.7	i	1.2	i	i	-9.4
O=C(NNc1cc(N2CCOCC2)nc(N2CCOCC2)n1)C12CC3CC(CC(C3)C1)C2	i	i	i	i	i	2.2	i	2.2	i	i	-14.2
COc1ccc(F)cc1S(=O)(=O)Nc1ccncc1	i	i	i	i	i	1.4	i	-2.2	i	i	-3.6
C/C(=N/NC(=O)c1ccncc1)c1ccc(NC(=O)c2ccccc2)cc1	i	i	i	i	i	-5.3	i	1.3	i	i	1.8
COCc1[nH]nc2c1C(c1ccc(OC)c(OC)c1)C(C#N)=C(N)O2 (stereo not given)	i	i	i	i	i	-3.9	i	3.6	i	i	-5.8
CCOC(=O)C1=C(CS(=O)(=O)c2ccccc2)NC(=O)NC1c1cccc(OC)c1 (stereo not given)	i	i	i	i	i	-5.3	i	-1.4	i	i	-12.6
Cn1c(=O)c2c(nc(Br)n2CCSc2nnnn2-c2ccccc2)n(C)c1=O	i	i	i	i	i	-2.3	i	0.0	i	i	-10.7
COc1ccccc1N1CCN(C(=O)CN(Cc2ccccc2)S(C)(=O)=O)CC1	i	i	i	i	i	5.7	i	1.6	i	i	-4.5
CSc1cccc(NC(=S)N2CCC(N(C)C3CCCCCC3)CC2)c1	i	i	i	i	i	-3.8	i	-1.0	i	i	-8.6
CN(C)CCCNCC(=O)NN(c1ccccc1)c1ccccc1	i	·	i	i	·	-3.0	i	2.8	i	i	-6.1
Cc1ccc(C(=O)COC(=O)COc2ccc(C)c(C)c2)cc1	i	i	i	i	i	-5.5	i	1.5	i	i	-8.9

Next part.
structure	KCNK9 block	KCNK3 block	RGS4 pot	RGS4 block	ANO1 activ	SKKanGAS inh	ANO1 block	HDAC3 inhib	KCNQ1 block	KCNQ1 act	hERG protect
CC(NC(=O)C(=O)N1CCOCC1)C(c1cccs1)N1CCN(c2ccc(F)cc2)CC1 (stereo not given)	i	i	i	i	i	-6.8	i	-1.3	i	i	-11.7
COCCN(C(=O)CNC(=O)c1ccco1)C(C(=O)NC1CCCC1)c1cccs1 (stereo not given)	i	i	i	i	i	-2.7	i	-1.0	i	i	-2.1
CCOC(=O)N1CCN(c2c(-c3ccc(C)cc3)c(=O)c2=O)CC1	i	i	i	i	i	-3.9	i	3.3	i	i	-5.0
CCOc1ccc(N(CC(=O)N2CCCC2)S(=O)(=O)c2ccc(F)cc2)cc1	i	i	i	i	i	-0.6	i	-4.6	i	i	-4.3
O=C(/C=C/c1ccc2c(c1)OCO2)NCCS(=O)(=O)N1CCN(c2ccc(F)cc2)CC1	i	i	i	i	i	0.0	i	4.7	i	i	-5.9
Cn1c(=O)c2c(nc(OCc3ccccc3)n2C)n(C)c1=O	i	i	i	i	i	2.4	i	1.3	i	i	-10.2
CC(=O)NC(C(=O)NCC(N)=O)C(C)C (stereo not given)	i	i	i	i	·	-5.4	i	1.8	i	i	-13.1
S=C(NCc1ccccc1)NN1CCOCC1	i	i	i	i	i	0.9	i	2.8	i	i	-6.9
O=C(CN1C(=O)CSc2ccccc21)Nc1ccccc1C(=O)N1CCOCC1	i	i	i	i	i	-6.0	i	3.3	i	i	-9.2
CN1CCc2c(sc(NC(=O)c3cc4cc([N+](=O)[O-])ccc4s3)c2C(N)=O)C1	i	·	i	i	·	11.1	·	·	i	i	-13.0
CCOc1ccc(CCNC(=O)C2CCCN(C(=O)N(C)C)C2)cc1OCC (stereo not given)	i	i	i	i	i	3.0	i	-8.7	i	i	-2.8
O=[N+]([O-])c1ccc(COn2nnc3ccccc32)cc1	i	i	i	i	i	5.0	i	1.0	i	i	-10.8
COc1ccc(S(=O)(=O)N2CN(Cc3ccco3)c3nc4ccccc4nc32)cc1	i	i	i	i	i	22.6	i	3.2	i	i	-13.2
